ALOX12 inh – ALOX12 (human) lipoxygenase inhibition. P18054. purified 12hLO, xylenol orange hydroperoxide absorbance. Potency, µM (highest dose often 108 µM), for inactives: at the top dose activity change, negative = inhibition, most hits filed as inhibitors. hit rate 1.1% among 580,000. AID 1671190; active = well fitted inhibition curve with a large enough effect; inconclusive = small, poorly fitted or top-dose-only effect, or another doubt; inactive = no such curve, though single readings can be large or run the other way
Target sequence (P18054 whole entry, looked up): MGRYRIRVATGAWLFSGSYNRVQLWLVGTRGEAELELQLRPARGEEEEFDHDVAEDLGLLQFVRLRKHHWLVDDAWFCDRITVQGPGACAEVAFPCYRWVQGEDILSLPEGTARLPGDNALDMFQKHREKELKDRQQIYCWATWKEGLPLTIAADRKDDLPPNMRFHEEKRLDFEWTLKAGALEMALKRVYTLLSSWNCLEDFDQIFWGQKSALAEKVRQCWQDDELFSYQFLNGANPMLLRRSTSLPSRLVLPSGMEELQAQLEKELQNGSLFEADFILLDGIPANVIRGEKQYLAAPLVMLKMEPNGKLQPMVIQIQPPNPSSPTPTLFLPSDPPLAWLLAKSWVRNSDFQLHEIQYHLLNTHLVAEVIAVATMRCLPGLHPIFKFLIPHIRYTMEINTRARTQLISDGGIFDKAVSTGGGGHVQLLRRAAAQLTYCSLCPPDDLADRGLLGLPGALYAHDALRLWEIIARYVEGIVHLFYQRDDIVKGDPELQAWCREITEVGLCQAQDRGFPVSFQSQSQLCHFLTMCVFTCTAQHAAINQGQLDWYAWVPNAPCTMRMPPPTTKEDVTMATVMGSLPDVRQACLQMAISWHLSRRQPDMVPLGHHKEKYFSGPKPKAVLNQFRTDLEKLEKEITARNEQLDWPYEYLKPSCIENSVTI
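Purified human 12hLO at 150 nM in 25 mM Hepes, 0.01% Triton X-100, pH 7.0, preincubated 15 min at room temperature with compound. Reaction started with 40 uM arachidonic acid, 30 min at room temperature. Hydroperoxide measured by Fe-xylenol orange, 573/405 nm absorbance ratio.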
Starred values were filed as active, the others as inactive; ? = inconclusive; & = joins results of further samples; [ ] = dose if it differs, or a comment. % is scaled to controls: 0 for no effect and ±100 for the full control effect; potency is read from the fitted curve at half-maximal effect. Some of the compounds tested; rates above refer to the full screens.

SMILES | ALOX12 inh
COc1cccc(CC(=O)N2CCCC(c3nc(C4CCOCC4)no3)C2)c1 (stereo not given) | -6%
COc1ccccc1N1CCCc2ncc(C(=O)NCCc3c[nH]c4ccccc34)cc21 | 9%[176 µM]
Cc1cc(C)c(NC(=S)NCC(C)N2CCCCC2C)c(Cl)c1 (stereo not given) | ?
CN(CC1CCOC1)S(=O)(=O)c1cccc(C(F)(F)F)c1 (stereo not given) | 22%
Cc1ccc(C(=O)N2CCCC(c3nn(-c4ccccc4)c(=O)[nH]3)C2)cc1 (stereo not given) | 6%&2%
CCCCCCCCSCCCCCCCO | -29%
COC1CCOC2(CCN(C(=O)NCCc3ccccc3)CC2)C1 (stereo not given) | 21%
Cc1ncc(-c2ccc(S(=O)(=O)Nc3ccc(F)cc3C)cc2)o1 | 98%[activator]
CCn1c(CO)nnc1C1CC(NC(=O)Cn2ncc3ccccc32)C1 (stereo not given) | 101%[activator]
O=S(=O)(/N=C/c1ccco1)c1cccs1 | -21%
CNC(=O)[C@H]1C[C@H](Oc2ccccc2)CN1C(=O)NCc1ccc(F)cc1 | 32%[activator]
CC(C)c1nc2c(NC(=O)COc3ccccc3)cccn2n1 | 55%[activator]
Cc1cccc2c(C(=O)NCCN3CCOCC3)cc(-c3ccc(Cl)cc3)nc12 | -7%
Cc1ccc(NC(=O)Cn2c3ncccc3c(=O)n2-c2ccc(C)c(C)c2)c(Cl)c1 | 17%
CC(C)OCCCNC(=O)C1CCCCC1 | -7%
CCOC(=O)c1ccc(NC(=O)c2ccc3c(c2)N(CC)C2CCCN2C3=O)cc1 (stereo not given) | 8%
Cc1ccccc1-c1nnn(CC(=O)N2CCC(c3nc4ccccc4s3)CC2)n1 | 4%
O=C1CC2CCN(C(=O)c3ccc(C(F)(F)F)cc3)CC2CCN1 (stereo not given) | 0%[6.33 µM]
c1cnn(CCC2CCN(Cc3ccc4[nH]ccc4c3)CC2)c1 | 15%
CNC(=S)NNC(=O)c1ccc(Br)s1 | 8%

Reformatted as tab-separated lines: 3 of the compounds above
Molecule	ALOX12 inh
CN(CC1CCOC1)S(=O)(=O)c1cccc(C(F)(F)F)c1 (stereo not given)	22%
Cc1ccc(C(=O)N2CCCC(c3nn(-c4ccccc4)c(=O)[nH]3)C2)cc1 (stereo not given)	6%&2%
CCCCCCCCSCCCCCCCO	-29%

The list continues.
SMILES | ALOX12 inh
CCNC(=O)N1CCC(C2CCN(C(C)=O)CC2)C1 (stereo not given) | -4%
O=C(Nc1cccc(C(F)(F)F)c1)N[C@H]1CO[C@H]2[C@@H]1OC[C@@H]2n1cc(CC2CCCCC2)nn1 | 16%
COCc1cc(CC2(NCc3ccc(OC)cc3)COC2)no1 | 9%[176 µM]
CCn1ccc2sc(C)c(C(=O)NCCC(C)C)c2c1=O | 35%[activator]
COc1ccc(Cc2nc3nccc(-c4ccccc4)n3n2)cc1 | 37%[activator]
O=C(COC(=O)c1ccc2ccccc2n1)NCCc1ccccc1 | -24%
CC(=O)N1CCN(Cc2nnc(C(=O)N3CCC[C@@H]3c3cccc(F)c3)n2-c2ccccc2)CC1 | 22%
COc1ccc(NC(=O)CCC2CCCN(S(=O)(=O)c3ccc(C)cc3)C2)c(OC)c1 (stereo not given) | -7%
CCOc1ccc(NC(=O)Nc2c(C)nn(Cc3ccc(Cl)c(Cl)c3)c2C)cc1 | 2%
C[C@H]1COc2cc(Br)ccc2S(=O)(=O)N1Cc1cn(CCC2OCCO2)nn1 | 32%[activator]
Cc1n[nH]c(C)c1C(N)C(=O)NCCc1cccc(C(F)(F)F)c1 (stereo not given) | 79%[activator]
O=c1cnc2cnc(N3CCOCC3)nc2n1C1CC1 | 0%
CC(C)(C)c1ccc(/C=N/NC(=O)Cc2ccc(Br)cc2)cc1 | -6%
O=C(c1ccoc1)N(Cc1cccs1)C1CC1 | 8%
O=C(c1cc(F)cc(F)c1)N1CCSc2ccc(Cl)cc21 | 12%
O=C(Nc1cccc(C(F)(F)F)c1)N[C@H]1[C@H](O)[C@@H](N2CCC(Cc3ccccc3)CC2)[C@@H]2OC[C@H]1O2 | ?
CCCN(CCN(C)C)C(=O)Nc1sc(C(=O)OCC)c(C)c1C(=O)OCC | ?
CC(=O)c1ccc(F)c(-c2cc(C)cc3c2OC(CNC(=O)c2cnc4ccccn4c2=O)C3)c1 (stereo not given) | 9%
Cc1ccccc1Cc1sc(N)nc1C | 14µM*
CC(=O)N1C[C@H]2CON(C)[C@H]2C[C@H]1c1ccccc1-c1ccccc1 | 4%
O=C(NCc1ccc(OCC(F)(F)F)cc1)C1CCN(c2nc3ccccc3o2)CC1 | 7%
COc1ccc(Nc2nccc3[nH]c(-c4cccc(F)c4)cc23)cc1OC | ?
Cc1ccc(-c2cc(C(=O)OCC(N)=O)c3ccccc3n2)cc1 | ?
CCn1c2c(c(=O)n1-c1ccccc1)CCN(C(=O)c1ccnn1C)C2 | 11%[176 µM]
O=C(c1ccccc1OCC1CCCN(Cc2ccncc2F)C1)N1CCOCC1 (stereo not given) | 37%[activator]
COc1cc2c(cc1OC)C(C[C@H]1CN(C(=O)c3cccn3C)CC[C@H]1CC(=O)O)=NCC2 | ?
OC[C@H]1O[C@@H](Oc2ccc(O)cc2)[C@H](O)[C@@H](O)[C@H]1O | 152%[activator]
Cc1ccc(NC(=O)c2ccc3c(c2)N(C)C2CCCN2C3=O)cc1C (stereo not given) | -5%
COC(=O)[C@@H](C)NC(=O)[C@H]1CN(S(=O)(=O)c2ccccc2)CCN1S(=O)(=O)c1ccccc1 | 19%
Cc1cc(CN(C)c2ccc(-c3nc(COc4ccccc4)no3)cn2)on1 | 100%[activator]
CCCNC(=O)N1CCC(Cn2c(C)cnc2C2CCOCC2)CC1 | 7%
CC(C)CCN1CCn2c(nnc2C2CCCNC2)C1 (stereo not given) | 80%[activator][176 µM]
CCc1noc(-c2cccn3c(CNC(=O)c4ccoc4)nnc23)n1 | 67%[activator]
Cc1nc([C@@H]2CN(C(=O)c3cccs3)C[C@H]2C(N)=O)n[nH]1 | 33%
CCCCOCCCNC(=O)C[C@@H]1C[C@@]2(C(=O)OC)CCCCC=C2N(CCc2ccc(OC)c(OC)c2)C1=O | 18%
COc1ccc(OC2CN(C(=O)c3ccc(C(F)(F)F)cc3)C2)cc1 | 2%[6.33 µM]
CCn1cc(S(=O)(=O)N2C[C@@H](Oc3cccnc3)C[C@H]2C(=O)NCCOC)cn1 | 42%[activator]
CC(C)(C)c1ccc(C(=O)N2C[C@@H](C(=O)O)[C@H](c3cccc(F)c3)C2)cc1 | 23%
c1nc(Sc2ccc3c(c2)OCCCO3)c2ccsc2n1 | -5%
CN(C)C(=O)c1c(F)cccc1F | 13%

ALOX12 inh, hit marks shown above.
SMILES | ALOX12 inh
Cc1ccccc1Cc1sc(N)nc1C | 14µM*

Next section:
SMILES | ALOX12 inh
Cc1occc1C(=O)N1C[C@@H](COCC2CC2)[C@H](c2ccccn2)C1 | 18%
COc1ccc(CNc2ncncc2-c2cccc(NS(C)(=O)=O)c2)c(OC)c1 | -13%
Cc1ncsc1CN1CCC2(CC1)c1[nH]c3ccccc3c1CCN2C | 16%
Cc1cccc2c1nc1n2[C@@H](CNC2CCCCC2)COC1 | 27%[176 µM]
CCc1ccc2c(CSc3nncn3C(C)C)cc(=O)oc2c1 | ?
O=C(Cc1ccncc1)N1CCC2(CC1)NCCc1c2[nH]c2ccccc12 | 16%
CCOc1cc(CN2CCCCCC2c2ccc(Cl)cc2)ccc1OCC(N)=O (stereo not given) | -27%
Cc1ccc(NC(=O)Cn2c(-c3ccc(F)cc3)nc(C)c(CCO)c2=O)c(Cl)c1 | -22%
Cc1oc(C(O)c2cccc(O)c2)nc1C(=O)Nc1ccc2[nH]c(=O)oc2c1 (stereo not given) | -1%[176 µM]
COc1ccc2[nH]c(C)c(C(=O)CN3CCC(C)CC3)c2c1 | ?
CCn1ncc(N2CCC(NC(=O)c3sccc3C)CC2)cc1=O | 28%
CO[C@H]1C(=O)N(C(C)C)[C@H]1C1CCN(CC2CCCCC2)CC1 | 13%
O=C1Nc2ccccc2CC12CCN(Cc1cccnc1)CC2 | 89%[activator][176 µM]
CCCc1ccc(OC)cc1 | 5%[176 µM]
CS(=O)(=O)N1CCC(C2CCN(C(=O)C3CC=CC3)C2)CC1 (stereo not given) | 24%
CC(=O)Nc1ccc(CN2CC(Oc3ccc(F)c(F)c3)C2)cc1 | 0%[6.33 µM]
COc1ccc(-c2nc(S(=O)(=O)c3ccc4c(c3)OCCO4)c(N3CCOCC3)o2)cc1 | 16%
CCC(C)(CNC(=O)c1cc2c(s1)CCC2)N1CCOCC1 (stereo not given) | 8%
Cc1ccc(C(=O)N2CCCCCC2c2nnc(-c3ccccc3)o2)cn1 (stereo not given) | 34%
COc1ccc2c(c1)[C@@H](NS(C)(=O)=O)[C@H](C)[C@@H](C(C)C)N2 | ?

Filtered by structure: the compounds so far containing a CF3 group (7)
SMILES | ALOX12 inh
CN(CC1CCOC1)S(=O)(=O)c1cccc(C(F)(F)F)c1 (stereo not given) | 22%
O=C1CC2CCN(C(=O)c3ccc(C(F)(F)F)cc3)CC2CCN1 (stereo not given) | 0%[6.33 µM]
O=C(Nc1cccc(C(F)(F)F)c1)N[C@H]1CO[C@H]2[C@@H]1OC[C@@H]2n1cc(CC2CCCCC2)nn1 | 16%
Cc1n[nH]c(C)c1C(N)C(=O)NCCc1cccc(C(F)(F)F)c1 (stereo not given) | 79%[activator]
O=C(Nc1cccc(C(F)(F)F)c1)N[C@H]1[C@H](O)[C@@H](N2CCC(Cc3ccccc3)CC2)[C@@H]2OC[C@H]1O2 | ?
O=C(NCc1ccc(OCC(F)(F)F)cc1)C1CCN(c2nc3ccccc3o2)CC1 | 7%
COc1ccc(OC2CN(C(=O)c3ccc(C(F)(F)F)cc3)C2)cc1 | 2%[6.33 µM]

Additional compounds follow.
SMILES | ALOX12 inh
CCO[C@H]1CN(c2cc(C)nc(-c3ccccc3O)n2)C[C@@H]1O | 63%[activator]
C[S+](=O)([O-])N1CCCC(c2nn(-c3cccc(Cl)c3)c(=O)[nH]2)C1 (stereo not given) | -12%
COc1ccccc1NC(=O)Cn1ccc2cc(Cl)ccc21 | -18%
CC(C)OC(=O)c1ccc(Cl)c(N)c1 | -3%
CCn1cc(S(=O)(=O)N2CCC(N3C(=O)C(OC)C34CCOCC4)CC2)cn1 (stereo not given) | 14%
CC(=O)Nc1ccc(CN2CCC3(C2)C(=O)N(c2ccccc2)c2ccccc23)cc1 (stereo not given) | 4%[6.33 µM]
Cc1ccccc1-c1nc(NC2CCNCC2)c2ccccc2n1 | ?
CCC(CO)NS(=O)(=O)c1ccc(Cl)c2ccccc12 (stereo not given) | -14%
OCCOc1ccccc1CN1CCCC(Nc2ccc(F)c(F)c2)C1 (stereo not given) | 13%
Cc1ccc(CN2C(=O)NC3(CCCN(C(=O)c4ccc5c(c4)OCO5)C3)C2=O)cc1 (stereo not given) | 23%
Cc1cccc(C)c1NC(=O)Cn1c(=O)n(-c2ccc(F)cc2)c(=O)c2c1cc(C)n2C | ?
CSc1ccc(CNC(=O)c2nnn3c2COC(c2ccc(Cl)cc2)C3)cc1 (stereo not given) | -18%
CCCCN1C(=O)[C@@H]2C[C@@H](O)CN2C2(CN(Cc3cccnc3)C2)C1=O | 10%[176 µM]
O=C(Nc1ccc2c(c1)CCC2)c1ccc(Br)cc1 | 1%
CCC(CC)N(CC)C(=O)CC1COc2ccc(C(=O)N(C)C)cc2N1C (stereo not given) | 11%
Cc1cc(C)n2ncc(CN3CCn4nc(C(C)O)cc4C3)c2n1 (stereo not given) | 65%[activator]
c1cc(-c2n[nH]c(CC3CCNC3)n2)ccn1 (stereo not given) | ?
CCOc1cc(N)c(Br)cc1OCC | 15%
COc1ccccc1CNC(=O)c1ccc(CS(=O)c2ccc(Br)cc2)o1 (stereo not given) | ?
O=C1CCCN1CCCN1C(=O)[C@H]2CN(Cc3cccc(F)c3F)C[C@H]2C1=O | 28%
CCc1cc(C(=O)OC)c(N)s1 | ?
O=C1C[C@H](S(=O)(=O)c2ccccc2)[C@@H](/C=C/c2ccccc2)N1Cc1ccccc1 | -29%
Cc1ncc(-c2ccc(S(=O)(=O)N3CCN(c4ccc(F)cc4)CC3)cc2)o1 | 38%[activator]
CN(Cc1cccs1)Cc1cccn1C | 9%[365 µM]
CC1(C)Oc2cc3oc(=O)ccc3c3c2C2C1CCC(C)(O3)C2O (stereo not given) | 26%
CCN(CC)CCCCNc1nc2cc(Cl)c(Cl)cc2nc1-c1ccc(-c2cccs2)s1 | ?
O=C(/C=C/c1ccc(Cl)cc1Cl)c1ccc(OC(F)F)cc1 | ?
C/C(=N/Nc1ccc(Cl)c(Cl)c1)c1ccc(C#N)cc1 | ?
Cc1nc(C)c(C(=O)c2ccccc2)cc1C(=O)c1ccccc1 | -7%
CCCn1c(C)cnc1CC1CCN(C(=O)C2(c3ccc(OC)cc3)CC2)C1 (stereo not given) | 11%
COC(=O)[C@]12C[C@H](CC(=O)NCc3cccs3)C(=O)N(CCc3ccc(OC)c(OC)c3)C1=C[C@H](COCc1ccccc1)O[C@@H]2C | 6%
CCCNC(=O)C(NC(=O)c1cccc(OC)c1)C1CCN(C(=O)c2cccc(OC)c2)CC1 (stereo not given) | 4%
CCCCSc1nc2c(c(=O)n(C)c(=O)n2C)n1C/C=C/c1ccccc1 | 29%
COc1cc2oc(=O)c(CC(=O)N(C)C3CCS(=O)(=O)C3)c(C)c2cc1Cl (stereo not given) | -44%

A draw from above in order of heavy-atom count, rising.
SMILES | ALOX12 inh
COc1cc2oc(=O)c(CC(=O)N(C)C3CCS(=O)(=O)C3)c(C)c2cc1Cl (stereo not given) | -44%
CCN(CC)CCCCNc1nc2cc(Cl)c(Cl)cc2nc1-c1ccc(-c2cccs2)s1 | ?
COC(=O)[C@]12C[C@H](CC(=O)NCc3cccs3)C(=O)N(CCc3ccc(OC)c(OC)c3)C1=C[C@H](COCc1ccccc1)O[C@@H]2C | 6%
